# HSP90 refold inh: blocks HSP90-mediated luciferase refolding in reticulocyte lysate | AID 1789 | Rabbit reticulocyte lysate, luciferase refolding luminescence, 3 h | inhibition, % at 5.6 µM | 290,000 compounds, 0.91% hits;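 active means inhibition above the screen-wide mean plus 3 SD, computed separately per campaign, cut at about 16% in these data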;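 further: 0% = DMSO wells and 100% = 60 µM geldanamycin wells; inhibitors lower the luminescence because luciferase stays unfolded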
# HSF1 activator: increases HSF-1 driven luciferase reporter signal; activation, % at 9 µM; 300,000 compounds, 1.7% hits; AID 504408; NIH3T3-HGL HSF-1 luciferase reporter, MG132, 8 h; 100% = twice DMSO control signal;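 active means mean replicate activation of at least 50% with a set share of replicates each reaching 50%; inconclusive means only one of those two conditions met; inactive means mean below 50% and too few replicates reaching it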;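 further: 0% = median of the neutral control wells and 100% = twice that signal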
# PolyA inhibitor: blocks polyadenylation in yeast reporter cells. S. cerevisiae SKY197-pL101 polyadenylation reporter, beta-gal luminescence; efflux-impaired pdr1/pdr3 knockout yeast; score 100 = 6 SD above DMSO. calls only at 12 µM. AID 1875. 300,000 compounds, 0.02% hits;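 active means lowest replicate activity score at least 50, where 100 means six control SD above control mean; inconclusive means lowest score under 50 but half or more replicates reach 50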;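 further: yeast exposed to compound for 9 h at 30 °C; higher score means more reporter readthrough which indicates perturbed polyadenylation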
# HSF1 inhib: HSF1 inhibition | 300,000 compounds, 0.77% hits | activity change, negative = inhibition, % at 7.5 µM (by protocol) | NIH3T3-HGL HSE-luciferase, MG132-induced, luminescence 8 h; hits give low values;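 active means more than half of replicate wells show activity change below -50%, luminescence cut by over half; inconclusive means some wells, but at most half, below -50%; inactive means no replicate well below -50%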;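 further: luciferase reports HSF-1 transcriptional activity via heat shock element; 0% = median of DMSO wells and -100% = zero luminescence signal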
# Dyrk1A ADPGlo: Dyrk1A (rat) kinase inhibition | 310,000 compounds, 0.43% hits | AID 504441 | ADP-Glo luminescence, NFATc1 peptide | inhibition, % at 12.5 µM; in the data active means inhibition above about 50%;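 further: plate controls were vehicle with enzyme for no effect and no enzyme for full effect; many of its hits are not listed in these tables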
# HDAC3 inh: inhibitors of human histone deacetylase 3 | recombinant HDAC3, fluorogenic peptide/trypsin coupled, fluorescence | inhibition, % at 8.3 µM | 320,000 compounds, 0.15% hits | AID 2718; in the data active means inhibition above about 26%, passing the limit was not always enough; inconclusive means no clear call, values can overlap the other calls
# Target sequence (O15379 whole entry, looked up): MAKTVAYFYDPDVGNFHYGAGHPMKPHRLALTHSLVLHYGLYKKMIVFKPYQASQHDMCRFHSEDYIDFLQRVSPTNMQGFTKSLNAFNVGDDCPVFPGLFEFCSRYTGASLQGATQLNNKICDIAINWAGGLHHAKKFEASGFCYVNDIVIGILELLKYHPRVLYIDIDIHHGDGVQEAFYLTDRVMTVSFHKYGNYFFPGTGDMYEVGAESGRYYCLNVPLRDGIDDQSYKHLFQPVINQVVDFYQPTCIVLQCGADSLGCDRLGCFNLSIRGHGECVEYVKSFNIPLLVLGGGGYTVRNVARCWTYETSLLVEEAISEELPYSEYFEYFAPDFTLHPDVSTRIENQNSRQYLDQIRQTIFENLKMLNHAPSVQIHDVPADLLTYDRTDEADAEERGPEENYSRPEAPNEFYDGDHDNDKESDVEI
# GSK3A inh: inhibitors of human GSK-3 alpha kinase; P49840; ADP-Glo luminescence, 60 min; inhibition, % at 10 µM; 320,000 compounds, 0.1% hits; AID 2650;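 in the data active means inhibition above about 50%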;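 further: GST-tagged GSK-3 alpha with peptide substrate and 25 µM ATP; 0% = DMSO neutral wells and 100% = GW8510 positive control wells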
# GSK3beta inhib: inhibitors of human GSK3beta kinase. P49841. GST-GSK3beta kinase, ADP-Glo luminescence, 60 min; hits give low values. activity score (negative = inhibition), % at 10 µM. 300,000 compounds, 0.038% hits. AID 2097;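 active means more than half of replicate wells score below -50%, meaning over 50% inhibition versus plate controls; inconclusive means some replicates but at most half score below -50%; inactive means no replicate scores below -50%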;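 further: 0% = median DMSO wells and -100% = median GW8510 positive control wells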
# Target sequence (P49841 whole entry, looked up): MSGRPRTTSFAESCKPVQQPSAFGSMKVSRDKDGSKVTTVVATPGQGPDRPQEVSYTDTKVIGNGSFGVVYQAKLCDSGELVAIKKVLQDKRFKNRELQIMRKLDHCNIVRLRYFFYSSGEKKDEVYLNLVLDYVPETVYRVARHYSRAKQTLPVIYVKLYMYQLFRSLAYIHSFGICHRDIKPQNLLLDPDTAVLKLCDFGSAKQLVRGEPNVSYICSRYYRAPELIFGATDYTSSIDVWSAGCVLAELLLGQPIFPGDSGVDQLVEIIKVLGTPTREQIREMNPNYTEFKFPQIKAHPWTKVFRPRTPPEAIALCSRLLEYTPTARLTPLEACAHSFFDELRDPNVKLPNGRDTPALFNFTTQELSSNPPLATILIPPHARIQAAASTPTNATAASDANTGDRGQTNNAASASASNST
#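 Assay system: GST-fused GSK3beta enzyme, cell-free / Medium: Tris pH 7.5 buffer with MgCl2, DTT, BSA, heparin / Also added: peptide substrate plus 25 µM ATP (final) / Compound: 10 µM single point / Timing: kinase reaction with compound 60 min at room temperature / Detection: ADP-Glo luminescence / Benchmarks: DMSO neutral wells and GW8510 at 20 µM as positive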
# Platelet DG rel: platelet dense granule release activity | human platelet-rich plasma, SFLLRN dense granule ATP release, luminescence | inhibition, %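 (compounds screened at 7.5 µM in platelet-rich plasma)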 | 300,000 compounds, 0.22% hits | AID 1663;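 active means mean replicate score, as percent of positive control, at or above 50; inconclusive means mean below 50 but at least one replicate at or above 50; inactive means mean and every replicate below 50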
# AI-2 QS modul: modulators of Vibrio harveyi AI-2 quorum sensing system; AID 2094; Vibrio harveyi JMH597 AI-2 luminescence/OD600 ratio, 9 h; hits give low values; strain lacks LuxN and CqsS sensors; 0 = neutral-control median; activity change, % at 7.5 µM; 300,000 compounds, 0.4% hits; in the data active means activity change below about -75%, passing the limit was not always enough; inconclusive means no clear call, values can overlap the other calls;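 further: luminescence divided by OD600 gain over 9 h not by final OD600 alone; inactives centre near 13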
# * = called active by the depositor; i = inactive; ? = inconclusive; · = no result given. A portion of the library; rates above refer to the full screens.
SMILES	HSP90 refold inh	HSF1 activator	PolyA inhibitor	HSF1 inhib	Dyrk1A ADPGlo	HDAC3 inh	GSK3A inh	GSK3beta inhib	Platelet DG rel	AI-2 QS modul
COc1cccc(/C=C2/C(=O)NN(c3ccc(F)cc3)C2=O)c1	4	6	i	7	2	1	-2	-3	0	-2
CN(C)c1ccc(N=Nc2ccccc2C(=O)OCC(=O)N(C)c2ccccc2)cc1	3	4	i	-1	0	1	-1	1	-3	2
Cc1nnc2n(-c3ccccc3)c(=O)c3c4c(sc3n12)COC(C)(C)C4	2	-14	i	-10	-2	3	-2	-4	-13	-9
CCN(CC)c1ccc(C(=O)OCC(=O)Nc2sccc2C#N)cc1	-2	58*	i	13	0	15	0	-3	5	2
CCc1cc(=O)[nH]c(SC/C=C/c2ccccc2)n1	2	9	i	-1	4	7	-6	0	-17	20
CCCCNC(=O)N1CCN(S(C)(=O)=O)CC1	2	9	i	0	-4	-7	5	1	2	16
Cc1cccc(NC(=O)c2ccc3c(c2)CCN3S(C)(=O)=O)c1C	-2	-5	i	4	3	-2	0	1	1	19
CCCc1cc(=O)oc2cc(C)cc(OC(C)C(=O)N[C@@H](Cc3c[nH]c4ccccc34)C(=O)O)c12 (stereo not given in full)	0	-50	i	-39	6	4	0	2	0	11
COc1cc(NS(=O)(=O)c2ccc(NS(=O)(=O)c3ccc(NC(C)=O)cc3)cc2)nc(OC)n1	6	22	i	3	1	1	0	3	-1	11
O=C(CNC(=O)c1ccc(Cl)cc1)c1ccc(Cl)cc1	-2	15	i	4	-1	-3	-4	-1	-5	19
CC(C)(C)NC(=O)CN(C(=O)Cn1nnc(-c2ccccc2F)n1)c1cccc2c1CCCC2	6	3	i	-6	·	11	-1	-2	0	25
COc1cccc(NC(=O)c2cccc(OC)c2OC)c1	-3	26	i	21	-7	4	4	1	1	27
CC1=C(C(N)=O)C(c2ccc(C)o2)C(C(N)=O)=C(C)N1	-2	-7	i	-2	0	-1	1	1	7	10
Cc1csc2c(N(C)CCO)ncnc12	3	16	i	-3	3	-5	2	-5	9	17
O=C1Nc2cc(Cl)cnc2N2CCCC12 (stereo not given)	-5	-3	i	0	-5	5	1	0	0	4
CSc1cccc(NC(=S)N(CCN(C)C)C(C)c2ccncc2)c1 (stereo not given)	-6	-17	i	-5	12	0	0	-1	-5	-2
CCOc1ccccc1-n1c(COc2ccccc2)nnc1SCC(N)=O	1	-18	i	-6	1	5	1	-1	9	16
CCn1c(CNC(=O)c2cccs2)nnc1SCC(=O)Nc1cc(Cl)ccc1C	8	18	i	1	-3	-1	-3	-1	-10	14
COc1ccc(-c2csc(N(CC3CCCO3)C(=O)c3ccccc3)n2)cc1 (stereo not given)	0	8	i	-4	-5	7	1	-28	-3	-7
O=C(Nc1ccc2c(c1)C(=O)NC2=O)c1cccc(Cl)c1	-5	34	i	4	2	-6	-1	2	-8	26
CN1CCN(c2ccc(-c3ccc4ccccc4n3)cc2)CC1	89*	-91	i	-90*	·	·	·	-4	79*	2
O=C(Nc1ccc(Cl)cn1)c1cccc2ccccc12	-4	15	i	-8	-4	14	-4	0	12	35
CC1(C)CC(NC(=O)c2cccc3ccccc23)CC(C)(C)N1	1	33	i	10	-11	-2	-2	0	16	18
O=C(CN1C(=O)COc2ccccc21)Nc1ccccc1F	-1	7	i	0	·	4	-1	2	-2	42
C=CCn1c(SCc2nc3ccccc3nc2C)nnc1-c1ccoc1C	0	13	i	-2	-1	4	0	3	-1	20
Cc1ccc(C(=O)Nc2nc3ccc(S(C)(=O)=O)cc3s2)o1	4	33	i	15	9	1	1	1	42	13
COC(=O)c1cc(OC)c(OC)cc1NC(=O)c1ccccc1C	-3	-1	i	-2	-29	-5	6	-3	-3	17
COCc1cc(=O)[nH]c(Nc2nc(C)c3ccccc3n2)n1	0	-5	i	-1	12	1	1	1	0	21
COC(=O)C(C)n1nnc2sc(-c3ccccc3)cc2c1=O (stereo not given)	9	25	·	14	-2	-11	0	1	2	5
CCOC(Cn1ccc(=O)[nH]c1=O)OCC	14	-8	i	5	-7	-6	-1	3	2	29
Nc1cc(C(=O)OCC(=O)NCc2ccco2)ccc1Cl	8	5	i	7	5	2	-4	-1	-9	16
COc1ccc(C(=O)NNC(=O)CSc2nnc(COc3ccc4ccccc4c3)n2C)cc1	-3	1	i	-13	0	-3	-2	0	-1	-8
COc1ccccc1NC(=O)Nc1ncccc1C	2	33	i	7	7	-4	-1	3	2	5
COc1ccc(C(=O)Nc2ccccc2C(=O)Nc2cc(C)ccn2)cc1	0	37	i	14	4	1	-2	-1	?	22
CCOc1ccccc1OCC(=O)Nc1cccc(S(=O)(=O)N2CCCCCC2)c1	·	33	i	11	-3	6	-4	-1	-7	6
Fc1ccc(Nc2nc(-c3cccnc3)cs2)cc1	3	7	i	10	5	5	1	6	2	11
C=CCNC(=O)C1CCCN(S(C)(=O)=O)C1 (stereo not given)	4	-10	i	-8	1	?	-3	-1	-2	13
O=C(NC1=NCCS1)c1cccc(F)c1	·	27	i	3	·	-10	4	0	21	15
CSc1cccc(NC(=O)C2CCCN(c3ncnc4c3nc3n4CCCCC3)C2)c1 (stereo not given)	2	2	i	2	1	-1	1	-1	3	1
Cc1ccc(NC(=O)/C(=C\c2cccs2)NC(=O)c2ccccc2)cc1	2	1	i	0	-2	0	-3	1	3	41
COc1ccccc1CN1CCN(Cc2nc(-c3ccc(C)cc3)oc2C)CC1	2	-10	i	-7	-3	7	0	1	2	11
COc1ccccc1C(=O)NCCC(=O)N1CC=C(c2ccccc2)CC1	·	7	i	1	1	2	-3	2	0	41
CCN=C1SCC(=O)N1c1ccc(OC)cc1	3	4	i	2	2	6	-1	5	0	9
CC(C)(C)n1ncc2c(=O)n(CC(=O)c3ccccc3)cnc21	-4	24	i	17	-23	7	-1	-2	-2	29
C[C@@H]1CC2[C@@H]3CC[C@H]4CC(=O)CC[C@]4(C)C3=CC[C@]2(C)[C@@]1(O)C(=O)CO (stereo not given in full)	3	5	i	1	0	1	1	0	-4	4
Cn1c(=O)c2cc(S(=O)(=O)NC(Cc3ccccc3)C(=O)NCC3CCCO3)ccc2n(C)c1=O (stereo not given)	2	8	i	2	-6	-1	-1	1	-24	10
CCn1c(SCC(=O)Nc2ccc(N(C)C)cc2)nnc1-c1ccco1	0	32	i	10	-7	-2	-3	-3	4	20
COc1cc(C(=O)Nc2ccc3c(c2)OCO3)ccc1OCc1c(C)noc1C	3	-13	i	-6	8	9	-2	-1	-4	19
CC1=CCC2C(=O)N(Cc3ccccc3)C(=O)C2C1 (stereo not given)	6	-8	i	-6	7	-8	·	-11	-8	-8
O=c1c2ccccc2[nH]c(=S)n1CCCN1CCN(C2CCCCC2)CC1	1	·	·	·	-9	1	-1	·	·	·
C=C1CCN([C@@H](CC(C)C)C(=O)NCc2ccco2)S(=O)(=O)c2ccccc21	·	3	i	8	6	0	-1	-1	1	13
CC1=CC(C)(C)N(C(=O)c2ccc(F)cc2)c2cc3c(cc21)OCO3	4	-6	i	0	-3	8	0	1	-2	-1
CCC(C)NC(=O)CC1Oc2ccc(C)cc2NC1=O (stereo not given)	-7	-9	i	1	-4	-2	-3	-1	-1	19
COCCN(C(=O)COC(=O)C12CC3CC(CC(Cl)(C3)C1)C2)c1c(N)n(Cc2ccccc2)c(=O)[nH]c1=O	·	-6	i	-3	·	3	0	0	3	28
COc1cc(CNc2nc(C)c([N+](=O)[O-])c(C)c2C#N)cc(OC)c1	-1	31	i	19	-2	5	-1	0	-2	24
CSCC(=O)N1CCCC(CO)(Cc2ccccc2C)C1 (stereo not given)	-3	-3	i	-6	2	-8	-2	3	3	9
O=C(CNC1=NCCC1)c1ccc(Cl)cc1	5	-12	i	4	-1	11	-2	1	-1	21
O=C(c1cccc(Cl)c1)N1CCC2(CC1)NCCc1[nH]cnc12	-3	-18	i	-1	-6	-7	0	-3	-8	43
O=C(CN1CCN(C(=O)c2ccco2)CC1)Nc1cccc([N+](=O)[O-])c1	-4	-4	i	-1	0	-11	0	5	-2	17
O=C(C1CCN(S(=O)(=O)c2cccnc2)CC1)N1CCN(c2cccc(Cl)c2)CC1	3	8	i	-2	-2	-4	1	2	22	4

# More compounds:
SMILES	HSP90 refold inh	HSF1 activator	PolyA inhibitor	HSF1 inhib	Dyrk1A ADPGlo	HDAC3 inh	GSK3A inh	GSK3beta inhib	Platelet DG rel	AI-2 QS modul
CCN(CC)c1cc(C)c2cc(NC(=O)CNC(C)=O)ccc2n1	-2	12	i	5	-1	2	1	0	-6	18
CCOc1ccccc1NC(=O)NCCN1CCCCC1	0	6	i	1	·	-2	1	-16	-11	16
Cc1cc(=O)oc(C)c1C(=O)N1CCN(c2ccc(F)cc2)CC1	-2	-9	i	-7	-4	-3	10	2	-6	20
CN(C)c1ccc(/C=C/C(=O)c2c(O)c3ccccc3oc2=O)cc1	6	-1	i	2	15	2	1	-1	2	21
N/C(=N\OC(=O)c1cccnc1)c1ccccc1Cl	0	0	i	9	-1	0	-5	-1	-6	9
Cc1ccsc1C(=O)N1CCC(N2CCC(C(=O)NCC3CCCO3)CC2)CC1 (stereo not given)	-3	-2	i	-3	1	2	1	1	2	18
CCN(CC)S(=O)(=O)c1ccc(N2CCCC2)c(NC(=O)Cc2ccc(OC)cc2)c1	0	-35	i	-18	-8	-1	0	0	-3	34
Cc1oc(-c2cccc(Cl)c2)nc1CN1CCCC(C(=O)NCc2ccco2)C1 (stereo not given)	1	12	i	4	1	-3	2	0	3	8
CCOc1ccc(C(=O)NCc2ccncc2)cc1	-4	15	i	4	-3	-7	0	-1	-2	11
Cc1ccc(C(=O)Nc2ccc(Br)c(C(F)(F)F)c2)cc1	-3	26	i	10	4	9	-6	2	0	14
COCCNC(=S)N(CCO)Cc1cc2cc3c(cc2[nH]c1=O)OCO3	3	6	i	-2	3	-8	0	2	-1	9
O=C(NC1CCCC1)c1cnn2c(C(F)(F)F)cc(-c3ccco3)nc12	1	1	i	2	6	3	0	-3	0	3
CC1CCCC2(C1)NC(=S)N(c1ccccc1)N2 (stereo not given)	-1	-11	i	5	-9	-1	0	-3	4	3

# Screening results as filed in PubChem.
